# Screening results as filed in PubChem BioAssay.
# DENV2 CPE rescue – inhibitors of DENV2 cytopathic effect, primary screen, cell-based, plate reader, single concentration; DENV2-infected cells, cytopathic effect rescue; CPE inhibition, % at 9.99 µM; hit rate 1.7% among 350,000; in the data active means CPE inhibition above about 20%, passing the limit was not always enough; inconclusive means no clear call, values can overlap the other calls; tested in BHK-21 cells;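 further: 0% = median of neutral control wells and 100% = median of positive control wells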
# S100A4 MyoIIA – inhibitors of S100A4-myosin IIA peptide binding, primary screen, biochemical, fluorescence polarization, TAMRA-MyoIIA peptide | hit rate 0.14% among 360,000 | Protein S100-A4 (Homo sapiens), P26447 | inhibition, % at 10.7 µM;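 active means mean inhibition of at least 70% across replicates, with every replicate also reaching that level; inconclusive means mean inhibition reaches 70% but some replicates fall short; inactive means mean inhibition below 70%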
# Target sequence (P26447 whole entry, looked up): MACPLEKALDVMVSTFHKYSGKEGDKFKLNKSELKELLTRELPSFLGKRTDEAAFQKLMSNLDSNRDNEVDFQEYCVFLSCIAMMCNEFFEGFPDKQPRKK
#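 Material: S100A4 monomer protein / Buffer or medium: 50 mM HEPES pH 7.2, 10 mM CaCl2, 100 mM KCl / Times: 5 min incubation before reading / Benchmarks: neutral control DMSO, positive control TFP / Reagent: labelled myosin peptide probe, 5 nM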
# E-selectin induc – E-selectin induction in HUVECs, primary screen, imaging, HUVEC, immunofluorescence imaging, single point; P16581; normalized: neutral wells 0, TNF-alpha wells 100; activation, % at 7.58 µM; hit rate 0.37% among 260,000;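 active means mean E-selectin-positive cell signal at least 10% of the positive control, reached in at least 60% of replicates, without over 20% cell loss; inconclusive means no rule given, readout overlaps actives, possibly toxicity-flagged; inactive means the rest, including those meeting only one limit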;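 further: in these data hits start at about 27%; measured in HUVEC primary endothelial cells; signal is the percent of cells scored E-selectin positive by PE staining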
# Target sequence (P16581 whole entry, looked up): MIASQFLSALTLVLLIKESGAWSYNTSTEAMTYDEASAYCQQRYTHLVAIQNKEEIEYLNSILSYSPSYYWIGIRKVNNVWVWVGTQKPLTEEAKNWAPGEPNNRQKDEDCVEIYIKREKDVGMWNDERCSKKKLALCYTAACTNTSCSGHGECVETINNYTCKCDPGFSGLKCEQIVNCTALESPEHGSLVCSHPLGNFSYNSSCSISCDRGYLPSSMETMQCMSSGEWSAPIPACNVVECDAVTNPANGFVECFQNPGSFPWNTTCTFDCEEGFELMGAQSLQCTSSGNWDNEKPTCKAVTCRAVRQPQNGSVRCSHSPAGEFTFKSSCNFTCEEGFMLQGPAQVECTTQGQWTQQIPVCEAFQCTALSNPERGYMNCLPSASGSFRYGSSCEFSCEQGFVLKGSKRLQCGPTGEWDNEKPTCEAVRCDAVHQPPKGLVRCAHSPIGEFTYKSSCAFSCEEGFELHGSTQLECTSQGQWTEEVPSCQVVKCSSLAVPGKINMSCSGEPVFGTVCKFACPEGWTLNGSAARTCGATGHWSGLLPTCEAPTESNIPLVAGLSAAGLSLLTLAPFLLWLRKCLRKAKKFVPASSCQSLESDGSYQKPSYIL
#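 Test system – human umbilical vein endothelial cells (HUVEC), E-selectin induction · Input – 3,000 HUVEC seeded per well · Buffer or medium – EGM-2, gelatin · Compound dosing – single-point compound dose · Detection – immunofluorescence imaging · Measure – percent E-selectin-positive cells · Controls – TNF-alpha high, DMSO low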
# C2C12 statin – suppressors of statin myotoxicity in C2C12 myotubes, primary screen, cell-based, single point, plate reader | C2C12 myotubes + simvastatin, ATP luminescence, 48 h; scaled: DMSO 0, geranylgeraniol control 100 | hit rate 0.78% among 330,000 | rescue of ATP level, % at 7.49 µM;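 active means mean ATP rescue above about 67%, or every replicate alone reaching that limit, limit read from the data, passing the limit was not always enough; inconclusive means no clear call, values can overlap the other calls; inactive means mean under the limit and some replicate under it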;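 further: myotubes were challenged with 10 µM simvastatin during compound exposure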
# PglD DTNB – C. jejuni PglD acetyltransferase inhibitors, primary screen, biochemical, DTNB colorimetric, single point; UDP-N-acetylbacillosamine N-acetyltransferase PglD (Campylobacter jejuni); purified PglD enzyme, DTNB colorimetric CoA detection; inhibition, % at 12.5 µM; hit rate 0.098% among 360,000; in the data active means inhibition above about 16%, passing the limit was not always enough; inconclusive means no clear call, values can overlap the other calls; further: strong numbers were not always called active
# SIRT5 inh – SIRT5 desuccinylase inhibitors, primary screen, biochemical, fluorescence imaging, single point, set 5 | AID 652115, 2013 | inhibition, % at 15 µM | NAD-dependent protein deacylase sirtuin-5, mitochondrial (Homo sapiens), Q9NXA8 | Purified SirT5, succinyl-peptide AMC, trypsin-coupled fluorescence | hit rate 1.1% among 330,000; in the data active means inhibition above about 15%; inconclusive means no clear call, values can overlap the other calls
# Target sequence (Q9NXA8 whole entry, looked up): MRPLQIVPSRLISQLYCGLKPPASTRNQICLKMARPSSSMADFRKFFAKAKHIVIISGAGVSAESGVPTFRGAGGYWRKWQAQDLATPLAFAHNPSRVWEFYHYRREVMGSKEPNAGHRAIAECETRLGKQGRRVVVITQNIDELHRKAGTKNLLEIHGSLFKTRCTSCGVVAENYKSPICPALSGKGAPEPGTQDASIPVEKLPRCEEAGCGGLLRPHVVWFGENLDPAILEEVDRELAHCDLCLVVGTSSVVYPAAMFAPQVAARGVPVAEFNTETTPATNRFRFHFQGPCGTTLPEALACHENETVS
# ERp5 inh – inhibitors of ERp5-driven insulin aggregation, primary screen, biochemical, turbidity, absorbance 650 nm, single point; inhibition, % at 9.99 µM; 90 min; hit rate 0.05% among 350,000;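 active means mean replicate inhibition above about 25%, with every replicate also reaching it, limit read from the data, passing the limit was not always enough; inconclusive means only one of those two criteria met; inactive means neither criterion met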
# The depositor's hits bear a star; ? = inconclusive; · = not tested or not shown. The list is partial. The share of hits here may be higher or lower than overall.
SMILES,DENV2 CPE rescue,S100A4 MyoIIA,E-selectin induc,C2C12 statin,PglD DTNB,SIRT5 inh,ERp5 inh
C[C@@H]1CN([C@H](C)CO)C(=O)c2cc(NC(=O)Nc3ccc(C(F)(F)F)cc3)ccc2O[C@@H](C)CCCCO[C@H]1CN(C)C(=O)Nc1ccc(F)cc1,-3,-6,0.4,·,3,0,-5
COC(=O)c1cc(S(=O)(=O)NCc2ccccc2)c[nH]1,-2,-4,2.5,-5,-1,-4,2
CN1CCC(N(C)S(=O)(=O)c2ccc(NC(=O)COc3ccc(Br)cc3Cl)cc2)CC1,-9,-5,·,·,·,0,-14
COc1ccc(NC(=O)N2C[C@H](O)COC[C@H]3O[C@H](CC(=O)NC4Cc5ccccc5C4)CC[C@@H]32)cc1,16,6,0.1,6,0,-1,-5
COCc1cc(=O)[nH]c(=S)[nH]1,-3,-2,0.0,·,2,·,-1
CCCCN(C(=O)COC(=O)c1nc2nccc(C)n2n1)C1CCS(=O)(=O)C1 (stereo not drawn),-4,-3,1.3,-1,7,-2,-1
O=C(COc1nsnc1N1CCOCC1)Nc1ccc(Cl)cc1,2,0,·,-5,3,2,2
S=c1[nH]nc(Cc2ccccc2)n1Cc1ccco1,-1,5,·,-47,-5,0,2
Cc1cccc(NC(=O)N(Cc2cc3cc(C)ccc3[nH]c2=O)CC2COCCO2)c1 (stereo not drawn),·,5,·,6,0,1,3
CC(C)NC(=O)N1CC2(C1)[C@H](c1ccccc1)[C@H](CO)N2C(=O)C1CCCCC1,-7,10,0.0,·,·,-3,-5

# Exported with tabs: 4 of the compounds above.
molecule	DENV2 CPE rescue	S100A4 MyoIIA	E-selectin induc	C2C12 statin	PglD DTNB	SIRT5 inh	ERp5 inh
C[C@@H]1CN([C@H](C)CO)C(=O)c2cc(NC(=O)Nc3ccc(C(F)(F)F)cc3)ccc2O[C@@H](C)CCCCO[C@H]1CN(C)C(=O)Nc1ccc(F)cc1	-3	-6	0.4	·	3	0	-5
COC(=O)c1cc(S(=O)(=O)NCc2ccccc2)c[nH]1	-2	-4	2.5	-5	-1	-4	2
CN1CCC(N(C)S(=O)(=O)c2ccc(NC(=O)COc3ccc(Br)cc3Cl)cc2)CC1	-9	-5	·	·	·	0	-14
COc1ccc(NC(=O)N2C[C@H](O)COC[C@H]3O[C@H](CC(=O)NC4Cc5ccccc5C4)CC[C@@H]32)cc1	16	6	0.1	6	0	-1	-5

# Additional records:
SMILES,DENV2 CPE rescue,S100A4 MyoIIA,E-selectin induc,C2C12 statin,PglD DTNB,SIRT5 inh,ERp5 inh
O=C(CC1CCCC1)N[C@@H](Cc1cccnc1)C(=O)N1CCC[C@H]1C(=O)NCCc1ccccc1Cl,-2,0,-0.1,·,·,8,-4
Cc1c(NC(=S)NC(=O)c2cccc([N+](=O)[O-])c2)c(=O)n(-c2ccccc2)n1C,-5,1,·,1,-33,-6,5
O=C(NC[C@@H]1CC[C@H]2[C@H](CN2C(=O)Cc2ccncc2)O1)C1CCOCC1,10,14,·,·,·,-1,4
CCC1(CC)NC(=O)N(CC(=O)OCC(=O)Nc2ccccc2OC(F)F)C1=O,-2,-2,3.1,-3,-2,-13,6
O=C(CSCc1ccc(Cl)cc1)Nc1ccc(O)cc1C(=O)O,9,-3,-0.1,26,10,0,3
O=C(NCCc1ccc(Cl)cc1)c1nnc(Cc2ccc(Cl)cc2)o1,4,-3,0.0,-4,-4,-4,-5
O=C1/C(=C\c2ccc(Cl)cc2)CCC1CNc1ccc(Cl)cc1 (stereo not drawn),63*,2,0.3,·,·,-2,-1
C/C=C/c1ccc2c(c1)O[C@H](CN(C)C(=O)Cc1ccccc1)[C@@H](C)CN([C@H](C)CO)S2(=O)=O,?,-10,-0.4,-12,2,0,2
COc1ccc(C(C)(C)C)cc1NC(=O)CCNC(=O)c1ccco1,1,1,0.1,6,-5,-9,1
CC=Cc1ccc2n(c1=O)C[C@H]1[C@H](CO)[C@@H](C(=O)NCC3CC3)[C@@H]2N1S(=O)(=O)c1cn(C)cn1 (mixture of isomers),?,·,-0.3,-10,1,-50,5
O=C(C(Cc1ccccc1)n1cccc1)N1CCN(c2ccccc2)CC1 (stereo not drawn),1,-6,·,18,4,0,-8
COc1ccc2[nH]cc(CCn3ccc(O)c(C/C=C/c4ccccc4)c3=O)c2c1,-2,1,-0.1,·,·,-2,-5
CC(=O)N(C)C[C@H]1Oc2ncc(C#CC3(O)CCCC3)cc2C(=O)N([C@H](C)CO)C[C@H]1C,18,-6,0.2,1,-2,-3,2
C[C@H](CO)N1C[C@H](C)[C@H](CN(C)S(=O)(=O)c2ccccc2)Oc2ncc(C#CC3CCCCC3)cc2C1=O,11,1,0.3,41,3,13,14
CN1C(C(=O)NCc2cccc(Br)c2)CC2Cn3c(nc4ccccc43)C21 (stereo not drawn),-1,-4,0.0,-1,0,-3,-3
O=C(NCc1ccc(Cl)cc1)C1CCN(S(=O)(=O)c2cccc3nonc23)CC1,-3,-3,-0.1,9,-1,-6,-2
CCc1nc2c(OCCOc3ccc(F)cc3)cccn2c1N(C)C(=O)c1ccco1,-5,-1,-0.5,1,3,2,-2
CCOC(=O)c1cc2c(c(-c3cccc(-c4cccc(OC)c4)c3)n1)[C@H](CCO)N(S(=O)C(C)(C)C)C2 (stereo partly drawn),0,1,0.0,·,4,-3,-1
CCC(C)CN1C(=O)CN(S(C)(=O)=O)CC1(C)C(=O)Nc1ccc2c(c1)OCCO2 (stereo not drawn),6,-3,-0.2,·,·,-1,-3
COc1ccc(CCn2c(=N)c(C(=O)NC3CCCCC3)cc3c(=O)n4ccccc4nc32)cc1,-7,-1,·,-9,2,0,5
CS(=O)(=O)N1CCCC(C(=O)NCc2cccs2)C1 (stereo not drawn),-5,0,·,9,-5,-6,6
Cc1noc(C)c1NC(=O)N(C)C[C@@H]1Oc2ccc(NC(=O)c3ccncc3)cc2C(=O)N([C@H](C)CO)C[C@@H]1C,-7,11,421*,-9,1,0,1
Cc1nc2ccccc2c(C)c1CC(=O)N(C)CC(=O)Nc1cccc(F)c1,3,1,0.3,·,·,2,-4
O=C1c2ccccc2NC(c2ccc(Br)s2)N1O (stereo not drawn),53*,0,·,·,·,4,-1
Cc1c(N(C)C(=O)C2CCCN2S(=O)(=O)c2ccccc2)c(=O)n(-c2ccccc2)n1C (stereo not drawn),1,2,·,-11,2,1,0
CC(C)CC(c1nnnn1C(C)C)N1CCN(C(=O)c2ccco2)CC1 (stereo not drawn),-1,6,0.0,5,-3,-2,1
CCOC(=O)C1(C)CCN1C(=O)c1ccc(C)cc1 (stereo not drawn),2,-1,0.1,5,-6,-7,-3
CN1CCN(c2ccc3c(c2)OC[C@H](Cc2ccccc2)NS3(=O)=O)CC1,0,18,-0.2,·,·,-3,-3
O=C(Cc1cccnc1)N1CC(=O)N2[C@H](C1)[C@@H](c1ccc(/C=C/c3ccccc3)cc1)[C@@H]2CO,-14,-7,0.0,·,·,3,0
CNC[C@H]1OCCCC[C@H](C)Oc2ccc(NC(=O)NC3CCCCC3)cc2C(=O)N([C@@H](C)CO)C[C@@H]1C,-14,-5,-0.2,24,30,4,4
CN(C)C(=O)C[C@H]1C[C@@H]2c3cc(NC(=O)Nc4ccccc4F)ccc3O[C@@H]2[C@H](CO)O1,3,-14,0.0,0,-4,0,1
C[C@@H]1CCCCO[C@H](CN(C)Cc2ccc(C(=O)O)cc2)[C@H](C)CN([C@H](C)CO)C(=O)c2cc(NS(C)(=O)=O)ccc2O1,-6,6,-0.1,·,-2,2,-1
O=C(NC(Cc1ccccc1)C(=O)O)C1CCCCC1 (stereo not drawn),13,-5,-0.2,13,1,-1,2
CCOc1cc(NC(=O)C2CC2)c(OCC)cc1NC(=O)c1cc(OC)c(OC)c(OC)c1,1,-8,2.0,5,9,4,-2
C[C@H]1CN([C@@H](C)CO)C(=O)c2cc(NC(=O)Nc3ccc(C(F)(F)F)cc3)ccc2O[C@H]1CN(C)C(=O)Nc1cccc2ccccc12,9,·,0.2,?,0,·,·
Cc1nn(Cc2ccc(Cl)cc2)c(C)c1NC(=O)c1noc2c1CCc1ccccc1-2,6,-3,0.2,11,4,-4,4
C=CCOC(=O)c1ccc(N2CCN(c3ccccc3)CC2)nc1,-4,-1,0.0,11,7,-1,0
COc1ccc(-c2noc(C(C)NS(=O)(=O)c3ccc(NC(C)=O)cc3)n2)cc1 (stereo not drawn),-3,2,·,5,-7,-2,-3
OC(Cc1cccc(C=NN2CCOCC2)n1)(C(F)(F)F)C(F)(F)F,3,3,·,-3,2,-1,-5
Cc1ccc(S(=O)(=O)N(C)c2c(C)ccc(S(N)(=O)=O)c2C)cc1,1,0,·,·,·,-2,4

# Arranged by the number under SIRT5 inh (descending): some entries from above.
smiles	SIRT5 inh
CCOc1cc(NC(=O)C2CC2)c(OCC)cc1NC(=O)c1cc(OC)c(OC)c(OC)c1	4
O=C(COc1nsnc1N1CCOCC1)Nc1ccc(Cl)cc1	2
COc1ccc(NC(=O)N2C[C@H](O)COC[C@H]3O[C@H](CC(=O)NC4Cc5ccccc5C4)CC[C@@H]32)cc1	-1

# Other entries
SMILES,DENV2 CPE rescue,S100A4 MyoIIA,E-selectin induc,C2C12 statin,PglD DTNB,SIRT5 inh,ERp5 inh
COCCNC(=O)[C@@H]1[C@@H](CO)[C@@H]2Cn3c(ccc(-c4ccccc4)c3=O)[C@H]1N2C(=O)NC(C)C,?,-2,0.2,4,5,-26,9
CC(=O)Nc1ccc(-c2ccnc3c2CC(C)(C(=O)NCc2ccco2)O3)cc1 (stereo not drawn),14,2,·,-9,0,·,2
Cc1cc(C)cc(Oc2coc3cc(O)ccc3c2=O)c1,6,-5,0.4,7,1,-4,5
CCC1(CC)Cc2ccccc2-c2nc(CN(C)C)[nH]c(=O)c21,2,-7,·,-17,-1,-2,2
O=C(N/N=C/c1ccc([N+](=O)[O-])o1)c1cn(-c2ccccc2)nc1-c1ccccc1,14,-1,·,·,·,-2,-8
C[C@H](CO)N1C[C@H](C)[C@H](CN(C)S(C)(=O)=O)Oc2ccc(NC(=O)Nc3ccc(C(F)(F)F)cc3)cc2CC1=O,-3,2,·,0,4,1,-1
O=c1c(Cl)c(NCC2CCCO2)cnn1C12CC3CC(CC(C3)C1)C2 (stereo not drawn),-3,1,0.5,-8,2,-2,-1
Cc1ccc(NC(=O)CN(C)C(=O)COC(=O)[C@@H](NC(=O)c2ccccc2F)C(C)C)cc1,0,-5,0.2,-3,2,-3,5
COc1ccc(-c2c(C(F)(F)F)oc3cc(OCC(=O)Nc4ccccc4C(F)(F)F)ccc3c2=O)cc1OC,8,-18,-0.1,·,-5,-1,0

# Quoted from the listing.
# `Cc1nn(Cc2ccc(Cl)cc2)c(C)c1NC(=O)c1noc2c1CCc1ccccc1-2` in E-selectin induc has 0.2
# `OC(Cc1cccc(C=NN2CCOCC2)n1)(C(F)(F)F)C(F)(F)F` in DENV2 CPE rescue has 3
# `CN1C(C(=O)NCc2cccc(Br)c2)CC2Cn3c(nc4ccccc43)C21` (stereo not drawn) in SIRT5 inh has -3
